PAFAH2 FP inh = PAFAH2 (human) inhibition. inhibition, % at 3.39 µM. 340,000 compounds, 0.99% hits. Q99487. recombinant PAFAH2, FP-rhodamine activity probe, fluorescence polarization;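 active = inhibition above the mean over all tested compounds plus 3 SD, cut at about 30% in these data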;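 note: inhibitors block probe labeling of enzyme so polarization drops; 0% = enzyme with DMSO and 100% = wells lacking PAFAH2 protein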
LYPLA1 counter = blocks human lysophospholipase 1, a PME1 counter-screen. recombinant LYPLA1, FP-Rh probe fluorescence polarization. inhibition, % at 5.9 µM. 320,000 compounds, 0.16% hits;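 active = inhibition above the mean of all tested compounds plus 3 SD, set per campaign, cut at about 14% in these data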;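 note: inhibitors block serine hydrolase probe labeling of LYPLA1 so polarization falls; 0% = enzyme with DMSO and 100% = wells lacking LYPLA1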
Target sequence (O75608 whole entry, looked up): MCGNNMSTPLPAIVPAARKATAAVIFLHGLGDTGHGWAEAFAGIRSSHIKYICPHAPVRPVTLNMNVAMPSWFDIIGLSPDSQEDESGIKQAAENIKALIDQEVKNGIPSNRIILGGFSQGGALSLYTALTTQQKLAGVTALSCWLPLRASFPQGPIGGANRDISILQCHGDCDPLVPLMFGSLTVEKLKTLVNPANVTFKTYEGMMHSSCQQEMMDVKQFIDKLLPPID
PME-1 inh = blocks human protein phosphatase methylesterase 1; Q9Y570; recombinant PME-1, FP-Rh probe fluorescence polarization; inhibition, % at 5.9 µM; 320,000 compounds, 0.53% hits; AID 2130;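 active = inhibition above the campaign mean of all compounds plus 3 SD, cut at about 26% in these data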;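 note: competitive labeling of PME-1 active site by serine hydrolase directed probe; 0% = PME-1 with DMSO and 100% = wells lacking PME-1 enzyme; inhibitors block probe labeling so polarization falls and inhibition rises; many of its hits are not listed in these tables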
Fam108B inh = counter-screen for RBBP9 inhibitors: inhibitors of mouse Fam108B. 300,000 compounds, 0.33% hits. AID 1947. recombinant Fam108B, FP-Rh probe fluorescence polarization. inhibition, % at 9.51 µM;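 active = inhibition above the screen mean inhibition plus 3 SD, computed separately per campaign, cut at about 18% in these data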;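 note: inhibitors lower polarization as less probe binds the enzyme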
pPAFAH inh = inhibitors of human plasma PAF acetylhydrolase (pPAFAH). Q13093. recombinant pPAFAH, FP-rhodamine probe fluorescence polarization. inhibition, % at 3.39 µM. 330,000 compounds, 1.5% hits. AID 463082;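 active = inhibition above the mean inhibition across the screen plus 3 SD, cut at about 25% in these data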;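 note: inhibitors block binding of the rhodamine activity-based probe so polarization drops; 0% = enzyme with DMSO and 100% = wells lacking pPAFAH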
PAFAH1B2 FP inh = inhibitors of human PAFAH1B2; inhibition, % at 3.39 µM; 340,000 compounds, 1.2% hits; AID 492953; recombinant PAFAH1B2, FP-rhodamine activity probe, fluorescence polarization;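 active = inhibition above the mean of all tested compounds plus 3 SD, cut at about 24% in these data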;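 note: 0% = enzyme with DMSO and 100% = wells lacking PAFAH1B2; many of its hits are not listed in these tables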
Target sequence (P68402 whole entry, looked up): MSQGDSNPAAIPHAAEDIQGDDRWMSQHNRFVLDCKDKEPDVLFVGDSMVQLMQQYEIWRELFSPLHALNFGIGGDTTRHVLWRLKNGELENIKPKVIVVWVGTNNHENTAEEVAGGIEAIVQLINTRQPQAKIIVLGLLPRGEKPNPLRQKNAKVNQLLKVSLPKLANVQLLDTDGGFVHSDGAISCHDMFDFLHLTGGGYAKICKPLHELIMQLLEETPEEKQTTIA
GSTO1 counter = blocks human GSTO1 in RBBP9 counter-screen. recombinant GSTO1, activity-based probe fluorescence polarization. inhibition, % at 5.96 µM. 300,000 compounds, 1.1% hits. AID 1974;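 active = inhibition above the campaign mean inhibition plus 3 SD, cut at about 35% in these data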;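 note: 0% = GSTO1-1 with DMSO and 100% = wells lacking GSTO1-1 enzyme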
Target sequence (P78417 whole entry, looked up): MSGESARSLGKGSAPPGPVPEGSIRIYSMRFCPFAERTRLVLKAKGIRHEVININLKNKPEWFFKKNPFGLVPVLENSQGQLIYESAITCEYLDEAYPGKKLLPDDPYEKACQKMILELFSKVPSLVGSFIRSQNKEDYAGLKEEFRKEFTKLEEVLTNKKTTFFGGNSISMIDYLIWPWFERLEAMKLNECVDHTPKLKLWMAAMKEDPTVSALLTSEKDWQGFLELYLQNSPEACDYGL
PAD4 FP inh = blocks human protein arginine deiminase 4. Q9UM07. recombinant PAD4, RCA probe fluorescence polarization. inhibition, % at 6.36 µM. 330,000 compounds, 0.41% hits. AID 485272;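 active = percent inhibition above a cutoff equal to the mean of all tested compounds plus 3 SD, cut at about 15% in these data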;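 note: 0% = PAD4 with RCA probe and DMSO and 100% = probe without PAD4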
PAFAH1B3 FP inh = inhibitors of human PAFAH1B3; 340,000 compounds, 0.28% hits; Q15102; recombinant PAFAH1B3, FP-rhodamine probe, fluorescence polarization; AID 492972; inhibition, % at 3.39 µM;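 active = inhibition above the screen-wide average of all tested compounds plus 3 SD, cut at about 25% in these data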;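 note: 0% = enzyme with DMSO only and 100% = wells lacking PAFAH1B3 protein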
* = called active by the depositor; nt = no result given.

Molecule	PAFAH2 FP inh	LYPLA1 counter	PME-1 inh	Fam108B inh	pPAFAH inh	PAFAH1B2 FP inh	GSTO1 counter	PAD4 FP inh	PAFAH1B3 FP inh
Cc1cc2c(cc1C)C(c1cccc([N+](=O)[O-])c1)CC(=O)N2 (centres undefined)	-25	-3	6	5	-1	3	-6	-1	-5
CC1=C(C(N)=O)C(c2ccccc2)n2nc(-c3cccc(C)c3)nc2N1 (centres undefined)	1	-2	-2	-2	2	2	5	3	5
O=S(=O)(Nc1cc(Cl)ccc1-n1cncn1)c1ccc(F)cc1	7	-4	0	nt	2	7	nt	1	5
CC(=O)N1CCN(S(=O)(=O)c2cccc(C(=O)NNC(=O)COc3c(C)cccc3C)c2)CC1	2	nt	nt	nt	8	-1	nt	-4	0
CCn1c(SCC(=O)N/N=C/C=C/c2ccccc2[N+](=O)[O-])nnc1-c1ccccc1	4	0	1	-1	0	1	1	-3	10
Cc1ccc(NC(=O)c2cc(-c3ccc(C)o3)nc3ccccc23)cc1	-4	-5	-6	-2	10	-3	-1	1	4
CC(/C=N/n1c(-c2ccncc2)n[nH]c1=S)=C\c1ccco1	nt	-2	1	0	10	nt	5	3	nt
CC(C)Oc1ccc(/C=N/NC(=O)C2CCCN2S(=O)(=O)c2ccc(Cl)cc2)cc1 (centres undefined)	5	-5	3	1	11	1	0	2	14
O=C(NCc1ccccc1)c1ccc(CSc2ccccc2)o1	6	-3	1	-6	19	14	-4	1	11
CCOC(=O)C1CCN(C(=O)CCC(=O)NCCc2ccc(Cl)cc2)CC1	14	-1	0	4	5	11	2	-6	5
O=C(O)[C@H]1CCCC[C@H]1C(=O)Nc1ccc(S(=O)(=O)N2CCOCC2)cc1	0	-1	0	-1	2	6	0	-7	2
CCn1cc(/C=C(\NC(=O)c2ccccc2OC)C(=O)N2CCN(C)CC2)c2ccccc21	-4	-1	-1	-2	4	0	2	4	7
CSc1ccccc1OCc1cc(C(=O)NC2CCOC2)no1 (centres undefined)	3	3	1	3	8	-2	3	0	11
COc1ccc(NS(=O)(=O)c2cccc(C(=O)NNC(=O)NCCCl)c2)cc1	-5	2	0	1	6	0	2	-1	6
Cc1cc(C(=O)N/N=C/c2ccc(-c3cccc(Br)c3)o2)n[nH]1	nt	-3	1	-7	-1	nt	-3	-5	nt
O=C(O)CSc1nnc(-c2ccc(Cl)cc2Cl)n1-c1ccc(Cl)cc1	-5	-1	-1	-2	3	14	3	6	2
C=CCNC(=O)C(C)N1C(=O)c2ccccc2C1=O (centres undefined)	7	3	-2	-4	3	2	1	-3	-3
O=[N+]([O-])c1ccc(N2CCN(c3nc(-c4ccc(Cl)cc4)cs3)CC2)cc1	-5	1	-5	0	3	1	2	-3	8
COc1ccc(/C=C/C(=O)NC(C)(C)C)cc1S(=O)(=O)N1CCOCC1	0	-1	5	-2	0	4	4	4	8
N#Cc1nc(N2CCCCC2)nc(N2CCOCC2)n1	-3	-1	-2	6	5	3	-1	19*	0
O=S(=O)(c1cccc2nonc12)N1CCCCC1	-4	-1	1	0	-3	8	12	3	3
CCOC(=O)c1c(C)[nH]c(C)c1C(=O)COc1ncnc2cc([N+](=O)[O-])ccc12	1	-1	12	6	6	-2	3	0	13
Cc1cc(C(=O)Nc2cc(Br)ccc2O)on1	-7	2	-8	0	3	5	1	-2	2
Cc1ccccc1-n1nnc2c(=O)oc3ccccc3c21	-3	-1	6	5	-6	3	14	-1	12
CN(CCOC(=O)c1ccc2c(c1)OCO2)C(C)(C)C	-3	-1	5	6	-2	-1	9	1	11
CCNC(=O)C(CC(C)C)NC(=O)C(CO)NC(=O)C1CCC(=O)N1 (centres undefined)	-3	-3	-3	-1	2	6	-13	4	2
COC(=O)c1ccc(-c2n[nH]c(=O)c3ccccc23)cc1	4	2	-7	1	10	6	-2	2	0
O=C(Oc1ccc(N2C(=O)CCC2=O)cc1)c1ccccc1Cl	0	2	1	0	9	0	4	5	6
O=C(NC(=S)Nc1ccccc1N1CCN(C(=O)c2ccccc2)CC1)c1cccs1	1	2	0	-3	-1	9	-6	2	-3
COc1ccc2nc(N3C(=O)C(O)=C(C(=O)c4ccco4)C3c3ccccc3OC)sc2c1 (centres undefined)	18	-3	-8	0	5	4	-12	-4	2
CC1(C)C(=O)Nc2ccccc2N1C(=O)COc1ncnc2ccccc12	-5	-1	-1	2	-4	-1	1	-3	14
Cc1cccc(-c2c3c(=O)n(C)c(=O)n(C)c3cn2CC2CCCO2)c1 (centres undefined)	-3	1	-1	-3	-1	-4	-6	-4	2
CCOCCCNC1=C(Cl)C(=O)c2ccccc2C1=O	2	1	7	2	-1	6	65*	-13	21
CCOCCCNC(=O)c1ccc(OC(C)=O)cc1	-1	1	-1	-6	-3	0	4	-3	-2
CCOC(=O)C1=C(N)c2ccccc2CC1C(C)C (centres undefined)	7	-2	-7	0	-1	3	6	2	1
CCCCCCOc1ccc(N2C(=O)CC(N3CCN(CCN=CC4=C(O)CC(C)(C)CC4=O)CC3)C2=O)cc1 (centres undefined)	19	-1	-4	2	8	-1	8	3	0
O=C(CSc1nc2ccccc2c(=O)n1-c1ccccc1Cl)Nc1cccc(S(=O)(=O)N2CCOCC2)c1	-13	-18	-21	-20	6	-6	-4	-2	-9
Cc1c(C(=O)NCC2CCCO2)oc2c(Cl)cccc12 (centres undefined)	1	-1	0	1	6	1	-6	-1	-8
O=C(CCSCc1cccc(F)c1)NCc1ccc(F)cc1	-2	0	3	-3	11	9	14	-1	6
Cc1ccn2cc(C(=O)N3CCN(c4cnn(-c5ccccc5)c(=O)c4Cl)CC3)nc2c1	0	-2	2	nt	-1	11	nt	-1	-1
Nc1c(C(=O)NCCN2CCOCC2)c2nc3ccccc3nc2n1-c1cccc(F)c1	-4	2	3	-7	2	7	15	-27	1
O=c1c2ccc([N+](=O)[O-])cc2ncn1Cc1ccccc1C(F)(F)F	2	0	3	2	-3	1	8	-5	-2
Cc1ccc(-n2ncc3c2CC(C)(C)CC3NC(=O)CCc2ccc(=O)[nH]n2)cc1 (centres undefined)	-1	-4	-3	-3	9	-5	10	-3	-2
Cc1cccc(NC(=O)COC(=O)Cc2c[nH]c3ccccc23)c1C	7	-1	-5	-4	11	-4	7	7	12
O=C(CSc1ncnc2c1oc1ccccc12)NC1CCCC1	-7	-1	4	-5	-1	3	-9	0	-3
CCn1c(COc2ccccc2)nnc1SCC(=O)Nc1ccc2c(c1)OCCO2	2	-4	1	-2	0	4	7	-2	8
CCN1CCN(Cc2ccc(NC(=O)c3ccc(C)c(NC(=O)C4=NN(c5ccccc5)C(=O)C4)c3)cc2C(F)(F)F)CC1	8	-14	-7	2	10	1	-8	-7	6
CCOc1ccc2nc(NC(=O)CSc3nc4c(c(=O)n(C)c(=O)n4C)n3CC)sc2c1	nt	1	1	0	2	nt	24	-2	nt
COc1ccc(C(=O)Nc2nc(CC(=O)NCCc3ccccc3)cs2)cc1	9	-6	-6	-4	-7	13	-3	-6	-4
CC1CCN(CCc2nc3cc(NC(=O)C(C)C)ccc3n2C)CC1	-3	0	-1	1	3	1	2	-1	1
COC(=O)Cn1cnc2c(nnn2-c2ccc(OC)cc2)c1=O	-1	-2	0	5	-4	8	-2	7	4
CCOC(=O)c1ccc(NC(=O)COc2ccccc2OC)cc1	0	-1	-123	-3	1	-5	6	1	4
CCCNc1ncnc2onc(C)c12	0	-4	-6	5	-1	3	8	0	5
COc1ccc(/C(O)=C2/C(=O)C(=O)N(CCCN(C)C)C2c2ccc(Cl)cc2)cc1OC (centres undefined)	-5	2	-6	-3	4	6	-5	-4	7
Cc1noc(C)c1C(=O)NCC1COc2ccccc2O1 (centres undefined)	-1	3	0	nt	3	1	nt	8	3
CCOC(=O)C1CN(c2cc3c(cc2F)c(=O)c(C(=O)O)cn3CC)OC1C(=O)OCC (centres undefined)	3	-1	4	0	6	2	3	0	2
COc1ccc(N2CCN(C(=O)c3cn(CC4CCCCC4)nn3)CC2)cc1	9	6	-1	1	28*	1	0	0	-1
Cc1[nH]c2ccccc2c1C(=O)C(=O)Nc1ccc2c(c1)OCO2	8	-4	-6	-1	3	4	2	-1	1
COc1cc2c(cc1NC(=O)Nc1ccc(C)cc1)oc1ccccc12	-33	-7	12	5	6	5	-14	1	11
CCOc1ccc(C(=O)NC(=S)Nc2ccccc2OC)cc1[N+](=O)[O-]	7	5	-7	6	9	1	0	0	11

Additional results:
Molecule	PAFAH2 FP inh	LYPLA1 counter	PME-1 inh	Fam108B inh	pPAFAH inh	PAFAH1B2 FP inh	GSTO1 counter	PAD4 FP inh	PAFAH1B3 FP inh
COc1ccc(OCC(=O)Nc2ccc(NC(=O)c3ccco3)cc2)cc1	3	-2	-16	3	-1	-4	0	2	3
COc1ccc2c(CC(=O)Nc3c(C)n(C)n(-c4ccccc4)c3=O)coc2c1	16	1	-2	6	4	0	-1	-5	3
Cc1ccc(C(=O)C(C)OC(=O)Cn2[nH]c(=O)c3ccccc3c2=O)cc1 (centres undefined)	5	0	4	-1	0	0	-7	0	-4
CC(Sc1ccc(Cl)cc1)C(=O)N(C)CC(=O)Nc1ccc(N2CCOCC2)cc1 (centres undefined)	-1	4	1	0	3	-3	-2	1	8
O=C1C[C@H](c2ccc(O)cc2)Oc2cc(O[C@@H]3O[C@H](CO)[C@@H](O)[C@H](O)[C@H]3O)cc(O[C@@H]3O[C@H](CO)[C@@H](O)[C@H](O)[C@H]3O)c21	-1	nt	nt	nt	2	2	nt	5	-4

Bioassay records as filed in PubChem.

This is a subset; rates above refer to the full screens.
